FUS yeast rescue – qHTS for Suppressors of FUS Proteinopathy: Primary screen using FUS-linked yeast assay; AID 1347120, 2019; S. cerevisiae FUS-expressing, growth rescue, OD600, 24 h; Potency, µM (titrated, usually from 76.6 µM), for the others: at the top dose growth rescue (activation), most hits filed as activators; 0.24% of 390,000 active;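 note: potency is the fitted concentration of half-maximal effect; plate controls were DMSO vehicle for no effect and reference control for full effect; nearly all actives have a fitted effect of over 55% in size; some results filed as inactive show a strong effect at the top dose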
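Quantitative HTS measuring growth restoration of FUS-toxic yeast. Galactose-induced cells (OD 0.005) were exposed 24hr at 30C to compounds at several concentrations, then absorbance at 600 nm was recorded.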
TDP43 rescue – qHTS of TDP-43 Inhibitors. Potency, µM (top dose mostly 46.1 µM), inactives show at the highest dose growth rescue (activation), most hits filed as activators. TDP-43 expressing yeast growth rescue, BacTiter-Glo, 24 h. 1.8% of 410,000 active; note: potency is the fitted concentration of half-maximal effect; % of control where 0% means no effect; nearly all actives have a fitted effect of over 50% in size
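Cell-based yeast growth screen: TDP-43 expression induced in galactose, inoculum OD600=0.02 after raffinose pregrowth to mid-log. Read-out BacTiter-Glo luminescence at 24 hr, 30 deg C; inhibition of toxicity seen as signal increase.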
Abeta yeast res – qHTS for compounds that reverse cellular toxicity of Amyloid beta (A-beta) peptide in yeast: Primary Screen; yeast expressing A-beta42, growth rescue, OD600, 48 h; response scale: 0% DMSO, 100% iron-clioquinol control; Potency, µM (doses to about 46.1 µM), for the others: at the highest dose growth rescue, usual class: activators; 0.063% of 410,000 active; AID 1347071, 2019; note: potency is the fitted concentration of half-maximal effect; nearly all actives have a fitted effect of over 55% in size
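Yeast growth medium received pinned compounds, then yeast cells expressing toxic A-beta were added; plates incubated at 30 C for 48 hr. Growth read as absorbance at 600 nm, normalized to DMSO and equimolar FeCl3 plus clioquinol controls.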
pAkt inh – HTS Assay for Inhibitors of Akt Phophorylation: Primary Screen; Neuro2A IGF-stimulated pAkt S473 HTRF, 20 min; hits give low values; activity change, % for hits at 50 µM; 0.32% of 360,000 active; AID 651550, 2012; in the data active = activity change below about -80%; inconclusive = mostly about -51% to -80%; note: % is set by controls: 0 for no effect and ±100 for the full control effect
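Neuro2A cells in DMEM with 0.5% FBS, overnight at 37 deg C, given compound at single 50 µM final, then IGF (6 nM final) for 20 min at 37 deg C. Lysed; phospho-Akt Ser473 by HTRF after 24 h, 665/615 ratio.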
GLP1R cytotox – qHTS of GLP-1 Receptor Inverse Agonists: Cytotox Screen | HEK293 cAMP-luciferase reporter cells, luminescence, 24 h | Potency, µM (titrated, usually from 38.3 µM), without a hit: top-dose activity change, negative = inhibition, hits mostly inhibitors | 0.13% of 410,000 active;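 note: loss of luciferase light is scored as toxicity; potency is the fitted concentration of half-maximal effect; % is set by controls: 0 for no effect and ±100 for the full control effect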
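Compound-treated cells are incubated 24 hr at 37 deg C under 5% CO2 after a 12 hour attachment period, then luciferase detection reagent is added and luminescence is measured following 12 min at room temperature; lowered signal indicates toxicity.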
MmCpn inh – Inhibitors of TCP-1 ring complex (TRiC) of Methanococcus maripaludis (MmCpn): qHTS | purified Mm-Cpn ATPase, ADP Transcreener TR-FRET | 0.031% of 330,000 active | Potency, µM (doses to about 76.9 µM), for the others: top-dose activity, negative = inhibition, usual class: inhibitors; note: potency is the fitted concentration of half-maximal effect; % is set by controls: 0 for no effect and ±100 for the full control effect; nearly all actives have a fitted effect of over 80% in size
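ATPase read-out: TR-FRET ADP immunoassay (anti-ADP Eu cryptate vs ADP-d2), ex 320 nm, em 590/665 nm; signal drops as ADP forms. Enzyme 25 nM, ATP 10 uM, 30 min at 37°C after 10 min compound preincubation.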
aSyn rescue – qHTS of alpha-syn Inhibitors; Yeast expressing alpha-synuclein, growth rescue, BacTiter-Glo, 24 h; Potency, µM (highest dose often 46.1 µM), inactives show top-dose growth rescue (activation), hits mostly activators; 0.14% of 370,000 active; note: potency is the fitted concentration of half-maximal effect; % of control where 0% means no effect; nearly all actives have a fitted effect of over 65% in size
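Galactose-induced alpha-syn yeast (OD600=0.02, raffinose-pregrown) + pinned cpd, 24 hr, 30 deg C; growth by BacTiter-Glo luminescence. Growth restoration scores as activation.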
GLP-1R inv ag – qHTS of GLP-1 Receptor Inverse Agonists (Inhibition Mode); Glucagon-like peptide 1 receptor (Homo sapiens), P43220; HEK293 GLP-1R CRE-luciferase, luminescence, 24 h; GLP-1R form is constitutively active; Potency, µM (series often up to 38.3 µM), inactives show at the top dose activity change, negative = inhibition, actives largely listed as inhibitors; 1.6% of 410,000 active; note: potency is the fitted concentration of half-maximal effect; % is set by controls: 0 for no effect and ±100 for the full control effect; nearly all actives have a fitted effect of over 55% in size
Target sequence (P43220 whole entry, looked up): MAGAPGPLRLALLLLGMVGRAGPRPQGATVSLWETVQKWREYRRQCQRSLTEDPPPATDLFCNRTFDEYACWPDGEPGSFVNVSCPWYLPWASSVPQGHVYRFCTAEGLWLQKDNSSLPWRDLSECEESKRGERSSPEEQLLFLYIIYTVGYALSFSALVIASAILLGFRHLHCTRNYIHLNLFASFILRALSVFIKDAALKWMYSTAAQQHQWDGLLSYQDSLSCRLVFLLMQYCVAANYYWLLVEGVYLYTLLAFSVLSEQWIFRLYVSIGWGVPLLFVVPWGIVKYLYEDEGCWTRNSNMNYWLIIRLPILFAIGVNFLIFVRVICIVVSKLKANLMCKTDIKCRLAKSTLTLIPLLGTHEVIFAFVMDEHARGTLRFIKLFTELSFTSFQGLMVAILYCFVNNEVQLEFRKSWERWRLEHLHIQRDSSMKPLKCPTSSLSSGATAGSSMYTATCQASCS
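Stable HEK293 clone (constitutively active GLP-1R + cAMP-response luciferase); 200 cells/uL plated, 12 h pre-culture, compound 24 hr, 37 deg C/5% CO2; detection reagent 12 min RT; luminescence.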
PTHR1 agonist – qHTS for PTHR1 Agonists: Primary Screen | HEK293 GP2 PTHR1 cells, GloSensor cAMP luminescence, 1 h | Potency, µM (titrated, usually from 115 µM), without a hit: top-dose activation, usual class: activators | 0.075% of 410,000 active; note: potency is the fitted concentration of half-maximal effect; nearly all actives have a fitted effect of over 55% in size; some results filed as inactive show a strong effect at the top dose; inactives centre near -15; many of its hits are not listed in these tables
Target sequence (Q03431 whole entry, looked up): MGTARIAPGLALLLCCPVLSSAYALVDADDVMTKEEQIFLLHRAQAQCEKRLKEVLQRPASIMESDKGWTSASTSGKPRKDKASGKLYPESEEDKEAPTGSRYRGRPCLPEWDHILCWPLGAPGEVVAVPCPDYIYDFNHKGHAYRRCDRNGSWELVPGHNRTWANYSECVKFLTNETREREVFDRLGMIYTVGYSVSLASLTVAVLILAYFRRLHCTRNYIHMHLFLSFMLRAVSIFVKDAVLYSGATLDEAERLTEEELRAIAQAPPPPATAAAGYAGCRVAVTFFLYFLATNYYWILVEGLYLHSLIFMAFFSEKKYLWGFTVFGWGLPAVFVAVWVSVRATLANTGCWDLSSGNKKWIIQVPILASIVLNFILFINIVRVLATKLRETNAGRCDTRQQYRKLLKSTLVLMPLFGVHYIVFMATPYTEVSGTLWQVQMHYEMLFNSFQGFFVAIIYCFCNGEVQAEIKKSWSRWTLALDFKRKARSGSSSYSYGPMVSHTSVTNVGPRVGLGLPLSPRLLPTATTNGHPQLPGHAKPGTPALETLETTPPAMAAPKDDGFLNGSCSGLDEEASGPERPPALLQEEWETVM
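HEK-293-derived GP2 cells expressing PTHR1 and a GloSensor cAMP reporter, 3,000/well, plated overnight, given luciferin plus IBMX (each 0.5 mM as added) for 1 h at 37 °C, then compound for 1 h at 37 °C. Luminescence was read after 15 min at room temperature.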
* marks the source's active call; other numbers are inactive results; i = inactive; ? = inconclusive; nt = not tested or not shown; [ ] = dose if it differs, or a comment. Unless noted, calls come from the whole dose curve; as a rule, active = well fitted curve in the direction sought with a large enough effect; inconclusive = small, poorly fitted or top-dose-only effect, or another doubt; inactive = no such curve, though single readings can be large; an effect the other way counts as inactive or inconclusive. This is a subset; rates above refer to the full screens.

SMILES	FUS yeast rescue	TDP43 rescue	Abeta yeast res	pAkt inh	GLP1R cytotox	MmCpn inh	aSyn rescue	GLP-1R inv ag	PTHR1 agonist
COc1ccc(-c2cc(C(=O)NNC(=S)NC(=O)c3c(-c4ccccc4)noc3C)[nH]n2)cc1	10%	-11%[0.397 µM]	4%	i	-15%	-1%	1%	?	-6%
CCC(Sc1nc(N)cc(=O)[nH]1)C(=O)Nc1cc(C)on1 (stereo not drawn)	14%	-19%	-19%	i	-6%	3%	-5%	3%	1%
O=C(Nc1ccncc1)c1c(F)cccc1F	6%	-11%	2%	i	-12%	1%	2%	0%	-1%
COC(=O)c1c(-c2ccc(OC)cc2)sc2ccc(OC)cc12	17%	22%	-11%	i	2%	45µM*	0%	?	-32%[inhibitor]
Cc1cc(NCc2ccco2)nc2cc(O)ccc12	-2%	-3%	-17%	i	32%	-4%	0%	10%	?
O=C1[C@@H]2CSC(c3ccc(Cl)cc3)N2C(=O)N1c1ccccc1 (stereo partly drawn)	12%	35µM*	1%	nt	-4%	nt	nt	-2%	-92%[inhibitor]
CCCc1c(C(=O)N/N=C/C2CC=CCC2)nnn1-c1nonc1N (stereo not drawn)	-21%	1%	0%	i	7%	nt	-2%	10%	11%
O=C(CSc1n[nH]c(=O)n1-c1ccccc1)Nc1ccccc1C(F)(F)F	-16%	3%	-7%	i	-8%	0%	0%	-2%	i
Cc1cccc(Nc2nc(N)c([N+](=O)[O-])c(NCc3ccco3)n2)c1	?	14µM*	18%	i	-7%	0%	3%	?	-30%[inhibitor]
CC1(C)CC(=O)C2=C(C1)N(c1cccc(O)c1)C1=C(C2)C(=O)CC(C)(C)C1	25%	5%	1%	i	170%[activator]	-12%	1%	15%	-8%
O=C(NCCc1ccccc1)C1CCN(C(=O)c2sccc2-n2cccc2)CC1	7%	16%	-1%	i	3%	0%	-1%	-1%	i
COc1cc(NC(=O)Cn2c(C)cc(C)c(C#N)c2=O)cc(OC)c1	-7%	22%	4%	nt	23%	nt	nt	12%	-24%
O=C(Nc1ccccc1Cl)c1cc2ccccc2o/c1=N\O	6%	7%	-31%	i	-4%	0%	-8%	4%	-22%
CCCCC(=O)Nc1c2c(nn1-c1cccc(C)c1C)CS(=O)(=O)C2	-7%	-3%	-16%	i	3%	2%	-1%	14%	i
CCN(CC)S(=O)(=O)c1ccc(-c2nnc(SCC(=O)Nc3cc(OC)cc(OC)c3)o2)cc1	26%	-2%	4%	i	-14%	0%	-2%	1%	i
Cc1coc2cc3oc(=O)c(CC(=O)N4C[C@H]5C[C@@H](C4)c4cccc(=O)n4C5)c(C)c3cc12	2%	10%	-8%	i	6%	0%	7%	0%	-8%
CN1CCN(c2ccc(CNC(=O)C3(C)Cc4c(-c5ccc6c(c5)OCO6)ccnc4O3)cc2)CC1 (stereo not drawn)	2%	1%	-24%	i	-5%	nt	-2%	-15%	-9%
COc1cccc(CNc2nc(NCc3ccccc3)nc3ccsc23)c1	2%	10%	-7%	i	-15%	nt	-8%	?	-93%[inhibitor]
CCCCCn1c(=O)[nH]c2cc(C(=O)NCCN3CCC(C)CC3)ccc2c1=O	3%	-13%	-8%	i	6%	-1%	2%	13%	21%
CC1(C(=O)NS(=O)(=O)c2cccc(Cl)c2)CCN1C(=O)c1cccc2ccccc12 (stereo not drawn)	-7%	11%	1%	i	3%	nt	-23%	-1%	i
O=C(CSc1nnc2c(n1)[nH]c1ccccc12)Nc1ccc2c(c1)OCO2	26%	-8%	-2%	i	-7%	0%	-3%	7%	i
CCn1c(O)c(N=NC(=O)C2C(=O)NCC2c2ccccc2)c2ccccc21 (stereo not drawn)	nt	12%	2%	i	-27%	2%	-1%	48%[activator]	i
Cc1c(C(=O)Nc2nnc(C(F)(F)F)s2)oc2ccccc12	19%	-24%	-4%	i	-4%	-1%	-21%	5%	-41%[inhibitor]
Cc1c(NC(=O)NCCN2C(=O)C3C4C=CC(C4)C3C2=O)c(=O)n(-c2ccccc2)n1C (stereo not drawn)	-15%	-3%	1%	i	8%	0%	1%	-8%	-17%
Cc1ccc(NC(=O)Cn2c(=O)n(Cc3ccccc3)c(=O)c3sc4ccccc4c32)cc1	-9%	16%	-9%	nt	0%	nt	nt	15%	-15%

Of the compounds above, 4 contain a furan ring, fused or not.
SMILES	FUS yeast rescue	TDP43 rescue	Abeta yeast res	pAkt inh	GLP1R cytotox	MmCpn inh	aSyn rescue	GLP-1R inv ag	PTHR1 agonist
Cc1cc(NCc2ccco2)nc2cc(O)ccc12	-2%	-3%	-17%	i	32%	-4%	0%	10%	?
Cc1cccc(Nc2nc(N)c([N+](=O)[O-])c(NCc3ccco3)n2)c1	?	14µM*	18%	i	-7%	0%	3%	?	-30%[inhibitor]
Cc1coc2cc3oc(=O)c(CC(=O)N4C[C@H]5C[C@@H](C4)c4cccc(=O)n4C5)c(C)c3cc12	2%	10%	-8%	i	6%	0%	7%	0%	-8%
Cc1c(C(=O)Nc2nnc(C(F)(F)F)s2)oc2ccccc12	19%	-24%	-4%	i	-4%	-1%	-21%	5%	-41%[inhibitor]

Next results
SMILES	FUS yeast rescue	TDP43 rescue	Abeta yeast res	pAkt inh	GLP1R cytotox	MmCpn inh	aSyn rescue	GLP-1R inv ag	PTHR1 agonist
CC(=O)N(CC1CCCO1)c1nnc(-c2ccccn2)s1 (stereo not drawn)	2%	-10%	-2%	i	-12%	-2%	-2%	22%	-14%
Cc1cc(NC(=O)CSc2ccc3nnc(-c4ccc(Cl)cc4)n3n2)no1	21%	-3%	12%	i	-11%	-1%	4%	14%	-41%[inhibitor][57.5 µM]
CCc1nnc(NC(=O)Cn2nc(-c3ccc(OC)c(OC)c3)ccc2=O)s1	12%	2%	-7%	i	6%	0%	-2%	172%[activator]	i
CCc1nn2c(=O)cc(COc3ccc(/C=C4\C(=N)N5N=C(CC(C)C)SC5=NC4=O)cc3)nc2s1	-5%	19%	17%	i	-5%	0%	2%	-3%	-1%
O=C(CCN1C(=O)/C(=C/c2ccc(Cl)cc2)SC1=S)Nc1ccc(C(=O)O)cc1	9%	7%	-9%	i	-1%	0%	9%	43%[activator]	-12%
Cc1nn(CC(=O)N2CCCC2)c(=O)c2nn(-c3ccccc3)c(C)c12	-5%	-4%	-2%	i	0%	0%	5%	7%	i
O=C(Nc1ccncc1)C1CCC(CNS(=O)(=O)c2cccc3nsnc23)CC1 (stereo not drawn)	-25%	4%	8%	i	-1%	-1%	-5%	?	-19%
COc1ccc(Oc2cn[nH]c2-c2ccc(OC)cc2O)cc1	20%	?	-5%	i	-18%	-3%	18µM*	?	i
CCOc1ccc(Br)cc1S(=O)(=O)Nc1ccc(S(=O)(=O)Nc2cc(C)on2)cc1	6%	-9%	6%	i	-2%	-1%	0%	6%	-14%
CCC(C)(O)c1[nH]c2ccc(C(F)(F)F)cc2c1C (stereo not drawn)	-2%	18µM*	14µM*	i	2%	-3%	0%	?	-46%[inhibitor]
CCOc1ccc(C(=O)Nc2c3c(nn2-c2ccc(C)cc2)CS(=O)C3)cc1OCC (stereo not drawn)	-9%	13%	6%	i	7%	3%	-8%	14%	-5%

Single records (already shown). Screens in order: FUS yeast rescue, TDP43 rescue, Abeta yeast res, pAkt inh, GLP1R cytotox, MmCpn inh, aSyn rescue, GLP-1R inv ag, PTHR1 agonist
Shown for CCOc1ccc(Br)cc1S(=O)(=O)Nc1ccc(S(=O)(=O)Nc2cc(C)on2)cc1 = 6%, -9%, 6%, i, -2%, -1%, 0%, 6%, -14%
Shown for CCOc1ccc(C(=O)Nc2c3c(nn2-c2ccc(C)cc2)CS(=O)C3)cc1OCC (stereo not drawn) = -9%, 13%, 6%, i, 7%, 3%, -8%, 14%, -5%
Shown for CCC(C)(O)c1[nH]c2ccc(C(F)(F)F)cc2c1C (stereo not drawn) = -2%, 18µM*, 14µM*, i, 2%, -3%, 0%, ?, -46%[inhibitor]
Shown for Cc1nn(CC(=O)N2CCCC2)c(=O)c2nn(-c3ccccc3)c(C)c12 = -5%, -4%, -2%, i, 0%, 0%, 5%, 7%, i
Shown for Cc1cc(NC(=O)CSc2ccc3nnc(-c4ccc(Cl)cc4)n3n2)no1 = 21%, -3%, 12%, i, -11%, -1%, 4%, 14%, -41%[inhibitor][57.5 µM]

Source: PubChem BioAssay
